IMP-1 inh: blocks Pseudomonas aeruginosa IMP-1 metallo-beta-lactamase; purified IMP-1, nitrocefin hydrolysis, epi-absorbance fluorescence; inhibition, % at 5.6 µM; 290,000 compounds, 0.45% hits; AID 1556;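 active = inhibition above the mean plus 3 SD of all compounds in the same screening run, cut at about 4.5% in these data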;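 also: 0% = IMP-1 with DMSO and 100% = DMSO wells lacking enzyme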
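System: Purified IMP-1 | Read-out basis: Percent enzyme inhibition | Controls: IMP-1 with DMSO as 0%, enzyme-free DMSO as 100% | Replicates: One well per compound | Doses: 5.6 µM nominal single concentration | Detection: Epi-absorbance fluorescence, 480 nm excitation, 530 nm emission | Incubation: 25 °C, 15 min preincubation, 25 min reaction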
pCIP destab: compounds decreasing mouse p/CIP protein stability. AID 1984. 290,000 compounds, 0.01% hits. F442A p/CIP-EGFP cells, EGFP fluorescence, 16 h. decrease of EGFP signal, % at 10 µM. Q05BA5;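 active = EGFP signal decrease of at least 30% at 10 µM or well 3 SD below plate mean, unless failing retest; inactive = the rest, including hits failing retest or dose response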; also: some compounds called inactive have numbers as strong as hits; many of its hits are not listed in these tables
Target sequence (Q05BA5 1-1403): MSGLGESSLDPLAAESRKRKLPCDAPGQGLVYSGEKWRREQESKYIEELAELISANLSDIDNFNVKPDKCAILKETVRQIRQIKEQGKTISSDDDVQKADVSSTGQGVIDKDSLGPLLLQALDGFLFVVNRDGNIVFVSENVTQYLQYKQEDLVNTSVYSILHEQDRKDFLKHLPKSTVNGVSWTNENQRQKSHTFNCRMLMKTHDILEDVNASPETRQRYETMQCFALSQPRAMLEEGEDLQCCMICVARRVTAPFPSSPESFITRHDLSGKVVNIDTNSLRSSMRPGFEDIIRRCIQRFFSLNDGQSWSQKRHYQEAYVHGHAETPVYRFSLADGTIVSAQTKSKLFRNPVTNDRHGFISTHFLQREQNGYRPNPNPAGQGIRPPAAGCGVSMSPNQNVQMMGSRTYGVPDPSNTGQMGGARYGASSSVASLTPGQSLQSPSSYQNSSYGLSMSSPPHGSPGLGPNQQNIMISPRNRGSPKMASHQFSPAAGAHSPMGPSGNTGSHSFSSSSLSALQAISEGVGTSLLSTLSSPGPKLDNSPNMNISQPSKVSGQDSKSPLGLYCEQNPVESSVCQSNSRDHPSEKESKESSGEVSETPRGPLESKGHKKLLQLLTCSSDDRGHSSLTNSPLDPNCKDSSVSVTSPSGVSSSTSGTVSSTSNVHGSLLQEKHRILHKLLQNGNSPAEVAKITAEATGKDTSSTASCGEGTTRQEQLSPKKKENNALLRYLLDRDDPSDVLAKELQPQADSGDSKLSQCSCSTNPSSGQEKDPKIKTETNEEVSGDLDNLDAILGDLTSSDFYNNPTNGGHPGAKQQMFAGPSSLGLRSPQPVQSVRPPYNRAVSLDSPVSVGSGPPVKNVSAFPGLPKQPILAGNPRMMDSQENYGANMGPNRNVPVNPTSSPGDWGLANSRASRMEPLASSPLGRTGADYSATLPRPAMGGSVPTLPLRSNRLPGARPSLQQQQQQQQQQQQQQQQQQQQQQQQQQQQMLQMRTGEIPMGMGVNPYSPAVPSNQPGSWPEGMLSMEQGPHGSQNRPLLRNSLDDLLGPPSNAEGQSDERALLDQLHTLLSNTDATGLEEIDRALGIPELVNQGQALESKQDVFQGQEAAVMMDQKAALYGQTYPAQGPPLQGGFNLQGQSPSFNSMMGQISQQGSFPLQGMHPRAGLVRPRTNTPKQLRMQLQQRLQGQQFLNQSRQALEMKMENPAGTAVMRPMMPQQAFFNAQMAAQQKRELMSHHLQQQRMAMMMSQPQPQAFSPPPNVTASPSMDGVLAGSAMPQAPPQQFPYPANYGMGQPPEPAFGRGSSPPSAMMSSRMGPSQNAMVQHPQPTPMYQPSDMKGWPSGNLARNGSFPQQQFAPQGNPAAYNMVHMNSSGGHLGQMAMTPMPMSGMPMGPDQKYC
IDE cell activ: activators of human insulin-degrading enzyme in cells | 340,000 compounds, 0.073% hits | activation, % at 5.96 µM | P14735 | HEK cells, FAbeta-B cleavage, fluorescence polarization; 0% vehicle, 100% cell-free pure enzyme wells | AID 493087;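 active = activation above the mean of all tested compounds plus 3 SD, set per screening campaign, cut at about 17% in these data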
GPR7 antagonist: blocks human GPR7 receptor signaling | P48145 | GPR7-expressing cells, fluorescence antagonist assay | inhibition, % at 4.4 µM | 290,000 compounds, 1.1% hits; in the data active = inhibition above about 16%, passing the limit was not always enough;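 also: cells stimulated with the agonist NPW; 0% = agonist with vehicle and 100% = vehicle without agonist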
VIM-2 inh: inhibitors of Pseudomonas aeruginosa VIM-2 metallo-beta-lactamase | purified VIM-2, nitrocefin hydrolysis, epi-absorbance fluorescence | inhibition, % at 5.6 µM | 290,000 compounds, 0.89% hits | AID 1527;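 active = inhibition above the mean of all tested compounds plus 3 SD, cutoff set per screening run, cut at about 7.5% in these data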;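 also: red hydrolysis product quenches plate fluorescence so inhibitors raise well fluorescence; 0% = enzyme with DMSO and 100% = DMSO without enzyme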
M18AAP inhibitor: blocks P. falciparum M18 aspartyl aminopeptidase; inhibition, % at 7.35 µM; AID 1822; 290,000 compounds, 1.2% hits; recombinant PfM18AAP, H-Glu-NHMec fluorogenic cleavage;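 active = inhibition above the campaign mean inhibition over all tested compounds plus 3 SD, cut at about 28% in these data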;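 also: 0% = plate median of test compound wells and 100% = 2 mM ZnCl2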
IDE inh: cellular human IDE inhibition. AID 434962. 320,000 compounds, 0.41% hits. inhibition, % at 5.59 µM. HEK cells, FAbetaB cleavage, fluorescence polarization;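 active = percent inhibition above the average of all tested compounds plus 3 SD, set per screening campaign, cut at about 16% in these data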;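 also: IDE supplied by intact live HEK cells; FP after avidin binding of uncleaved biotin substrate so inhibition keeps polarization high; 0% = DMSO wells and 100% = 60 µM reference IDE inhibitor Ii1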
PHOSPHO1 inh: blocks human PHOSPHO1 phosphatase activity; Q8TCT1; recombinant PHOSPHO1, absorbance phosphatase assay; inhibition, % at 13.3 µM; 290,000 compounds, 1.1% hits; AID 1565; in the data active = inhibition above about 60%
NALP1 inh: blocks the NALP1 inflammasome reconstituted in yeast. AID 2071. 280,000 compounds, 0.61% hits. inhibition, % at 10 µM. S. cerevisiae NALP1/ASC/caspase-1 growth, X-gal OD620, 72 h; in the data active = inhibition mostly above about 24%, no sharp cut-off; inactive = mostly below about 32%; also: some compounds called inactive have numbers as strong as hits
* = called active by the depositor. An unsorted share of the library; overall some 5.3% were active at least once.

What do the screens show for `COc1ccc(/C=C(/NC(=O)c2ccc([N+](=O)[O-])cc2)C(=O)NCCCN(C)C)cc1`?
IMP-1 inh: -0.9; pCIP destab: -7.9; IDE cell activ: -0.9; GPR7 antagonist: 4.5; VIM-2 inh: -0.9; M18AAP inhibitor: -3.0; IDE inh: 4.3; PHOSPHO1 inh: 26.7; NALP1 inh: 8.9

Results for COc1ccc(CCNC(=O)CSc2nn3c(=O)c(C)nnc3s2)cc1OC ?
IMP-1 inh: -2.4; pCIP destab: 3.8; IDE cell activ: 6.6; GPR7 antagonist: -7.1; VIM-2 inh: -0.4; M18AAP inhibitor: 2.4; IDE inh: 0.5; PHOSPHO1 inh: 47.7; NALP1 inh: 2.6

Results for c1cncc(Cc2cc3ccccc3[nH]2)c1 ?
IMP-1 inh: -2.2; pCIP destab: 10.9; IDE cell activ: 0.5; GPR7 antagonist: 0.7; VIM-2 inh: 2.3; M18AAP inhibitor: 1.9; IDE inh: 1.8; PHOSPHO1 inh: -9.0; NALP1 inh: 10.6

Results for C/C=C/Cn1c(SCCCc2ccccc2)nc2c1c(=O)[nH]c(=O)n2C ?
IMP-1 inh: -3.8; pCIP destab: -17.2; IDE cell activ: 3.8; GPR7 antagonist: -9.0; VIM-2 inh: -5.0; M18AAP inhibitor: -4.4; IDE inh: 0.6; PHOSPHO1 inh: -14.5; NALP1 inh: 24.1

How did O=C(CCSc1ccccc1)NCc1cccnc1 do in these assays?
IMP-1 inh: 0.7; pCIP destab: -9.0; IDE cell activ: 6.8; GPR7 antagonist: 11.1; VIM-2 inh: 1.1; M18AAP inhibitor: 19.7; IDE inh: 3.6; PHOSPHO1 inh: 4.9; NALP1 inh: 23.3

How did CCOc1c(Br)cc(/C=C2/SC(=O)N(CC(=O)N3CCCC3)C2=O)cc1OC do in these assays?
IMP-1 inh: -1.1; pCIP destab: 8.6; IDE cell activ: 6.4; GPR7 antagonist: -12.6; VIM-2 inh: -0.1; M18AAP inhibitor: -11.1; IDE inh: 2.5; PHOSPHO1 inh: -4.0; NALP1 inh: 33.6

What do the screens show for `C#C[C@]1(O)CCC2C3CCC4=CC(=O)CC[C@@H]4C3CC[C@@]21C` (stereo partly drawn)?
IMP-1 inh: -2.1; pCIP destab: -0.5; IDE cell activ: 5.8; GPR7 antagonist: -10.9; VIM-2 inh: -0.7; M18AAP inhibitor: 5.2; IDE inh: -3.0; PHOSPHO1 inh: 25.4; NALP1 inh: 11.1

What do the screens show for `COc1ccc(NC(=O)N2CCN(c3nc(-c4cccc(OC)c4)cs3)CC2)cc1`?
IMP-1 inh: -1.0; pCIP destab: 13.2; IDE cell activ: -22.8; GPR7 antagonist: 1.1; VIM-2 inh: -2.1; M18AAP inhibitor: 5.3; IDE inh: 14.2; PHOSPHO1 inh: 6.7; NALP1 inh: 7.2

What do the screens show for `Cc1nc2ccccc2c2oc(C(=O)N3CCc4ccccc43)cc12`?
IMP-1 inh: -2.2; pCIP destab: 5.7; GPR7 antagonist: -19.4; VIM-2 inh: 1.2; M18AAP inhibitor: 2.7; PHOSPHO1 inh: -24.1; NALP1 inh: 16.6

How did CC(NC(=O)Nc1ccc(Cl)cc1)C(c1cccs1)N1CCOCC1 (stereo not drawn) do in these assays?
IMP-1 inh: -3.5; pCIP destab: -9.6; IDE cell activ: -1.3; GPR7 antagonist: 5.8; VIM-2 inh: -3.4; M18AAP inhibitor: 1.4; IDE inh: 1.9; PHOSPHO1 inh: 22.2; NALP1 inh: 23.5

What do the screens show for `O=C(CNC(=O)c1ccccc1)OCc1cc(=O)n2cc(Br)ccc2n1`?
IMP-1 inh: 1.7; pCIP destab: -17.5; IDE cell activ: -2.2; GPR7 antagonist: -1.6; VIM-2 inh: 0.4; M18AAP inhibitor: -4.4; IDE inh: 0.8; PHOSPHO1 inh: -6.4; NALP1 inh: 26.9

What do the screens show for `Cn1c(N)c(C(=O)CSc2nnc(-c3ccccc3F)n2C2CC2)c(=O)n(C)c1=O`?
IMP-1 inh: -3.0; pCIP destab: 7.0; IDE cell activ: 4.2; GPR7 antagonist: -8.6; VIM-2 inh: -2.2; M18AAP inhibitor: -6.0; IDE inh: 0.1; PHOSPHO1 inh: -8.8; NALP1 inh: 34.3*

How did COc1ccc(C(=O)O)cc1NS(=O)(=O)c1cccc2nsnc12 do in these assays?
IMP-1 inh: -1.1; pCIP destab: -0.8; IDE cell activ: 2.6; GPR7 antagonist: 0.2; VIM-2 inh: -0.6; M18AAP inhibitor: -3.4; IDE inh: 9.3; PHOSPHO1 inh: 38.2; NALP1 inh: 20.2

How did Cc1ccc(Cl)c2c(N=Nc3ccccc3)c(O)[nH]c12 do in these assays?
IMP-1 inh: 4.6*; pCIP destab: -6.4; IDE cell activ: 5.8; GPR7 antagonist: -19.3; VIM-2 inh: 6.7; M18AAP inhibitor: 1.6; PHOSPHO1 inh: 34.0; NALP1 inh: -2.3

What do the screens show for `COP(=O)(OC)C(Nc1ccc([N+](=O)[O-])cc1)c1ccccc1` (stereo not drawn)?
IMP-1 inh: -2.0; pCIP destab: -3.5; IDE cell activ: 1.7; GPR7 antagonist: 7.6; VIM-2 inh: -0.8; M18AAP inhibitor: -1.4; IDE inh: 2.1; PHOSPHO1 inh: 20.0; NALP1 inh: 9.6

What do the screens show for `CC(=O)c1cnc2ncnn2c1C`?
IMP-1 inh: -0.1; pCIP destab: 2.5; IDE cell activ: -2.2; GPR7 antagonist: -2.3; VIM-2 inh: -2.4; M18AAP inhibitor: 7.1; IDE inh: 1.9; PHOSPHO1 inh: -7.4; NALP1 inh: 18.6

Results for Cc1ccc(NC(=O)CSc2nnc(CNC(=O)C34CC5CC(CC(C5)C3)C4)n2-c2ccc(F)cc2)cc1 ?
IMP-1 inh: -4.1; pCIP destab: -6.9; IDE cell activ: 1.1; GPR7 antagonist: -5.3; VIM-2 inh: -3.5; M18AAP inhibitor: -6.0; IDE inh: 2.3; PHOSPHO1 inh: -6.2; NALP1 inh: 23.3

How did Cc1cc(C(=O)NC2CC(C)(C)Cc3c2cnn3-c2cccc(F)c2)n(C)n1 (stereo not drawn) do in these assays?
IMP-1 inh: -3.7; pCIP destab: -5.3; IDE cell activ: -0.9; GPR7 antagonist: -11.7; VIM-2 inh: -3.3; M18AAP inhibitor: -3.9; IDE inh: -0.9; PHOSPHO1 inh: 32.7; NALP1 inh: 1.1

What do the screens show for `COc1ccc(/C=C/C(=O)c2cc(F)ccc2OC(=O)c2ccc(OC)c(OC)c2)cc1OC`?
IMP-1 inh: -2.7; pCIP destab: -11.7; IDE cell activ: 0.4; GPR7 antagonist: 8.1; VIM-2 inh: -0.9; M18AAP inhibitor: 7.8; IDE inh: 3.0; PHOSPHO1 inh: -3.4; NALP1 inh: 25.5

How did Cc1ccc(Cn2nc3c(cc2=O)CCc2ccccc2-3)cc1 do in these assays?
IMP-1 inh: -4.0; pCIP destab: -15.3; IDE cell activ: 1.3; GPR7 antagonist: 11.9; VIM-2 inh: -3.7; M18AAP inhibitor: -3.5; IDE inh: -1.2; PHOSPHO1 inh: 1.5; NALP1 inh: 5.5

Results for O=C(N/N=C/C1CCCCC1)c1ccccn1 ?
IMP-1 inh: -6.2; pCIP destab: -5.8; IDE cell activ: -2.2; GPR7 antagonist: -0.3; VIM-2 inh: -1.3; M18AAP inhibitor: 1.2; IDE inh: -8.7; PHOSPHO1 inh: 37.9; NALP1 inh: 7.3

Results for OCc1ccc(OCCCOc2cccc3cccnc23)cc1 ?
IMP-1 inh: -1.3; pCIP destab: -9.1; IDE cell activ: -3.5; GPR7 antagonist: -16.8; VIM-2 inh: -0.6; M18AAP inhibitor: -13.5; IDE inh: -2.6; PHOSPHO1 inh: 36.0; NALP1 inh: 18.2

How did CCOC(=O)c1cn2nc(Oc3ccc(C#N)cc3)ccc2n1 do in these assays?
IMP-1 inh: -0.2; pCIP destab: -4.8; IDE cell activ: -2.6; GPR7 antagonist: -3.6; VIM-2 inh: 0.1; M18AAP inhibitor: -5.1; IDE inh: -1.1; PHOSPHO1 inh: 31.6

Results for COc1cc(/C=N/N2C(=O)C3C4C=CC(CC4)C3C2=O)ccc1O (stereo not drawn) ?
IMP-1 inh: -1.2; pCIP destab: 6.2; GPR7 antagonist: -14.3; VIM-2 inh: -2.4; M18AAP inhibitor: 0.4; IDE inh: -4.1; PHOSPHO1 inh: -12.7; NALP1 inh: -7.9

Results for Cc1ccc2c(c1)nnc1nnc(SCC(=O)O)n12 ?
IMP-1 inh: -3.6; pCIP destab: -18.0; GPR7 antagonist: -12.7; VIM-2 inh: 4.5; M18AAP inhibitor: -4.4; IDE inh: 2.0; PHOSPHO1 inh: 17.7

How did CC(C)NC(=S)NC1(C)CCS(=O)(=O)C1 (stereo not drawn) do in these assays?
IMP-1 inh: 2.3; pCIP destab: -3.1; IDE cell activ: 1.6; GPR7 antagonist: 8.3; VIM-2 inh: 1.9; M18AAP inhibitor: 5.1; IDE inh: 1.3; PHOSPHO1 inh: 0.1; NALP1 inh: 8.9

What do the screens show for `C=CCOc1cccc(C2C(C(=O)c3cccs3)=C(O)C(=O)N2Cc2cccnc2)c1` (stereo not drawn)?
IMP-1 inh: -2.1; pCIP destab: 3.6; IDE cell activ: 2.2; GPR7 antagonist: -1.9; VIM-2 inh: 0.2; M18AAP inhibitor: 2.0; IDE inh: -0.8; PHOSPHO1 inh: -5.7; NALP1 inh: -5.3

Results for O=C(N/C(=C\c1ccc(Cl)cc1)C(=O)N1CCOCC1)c1ccc([N+](=O)[O-])cc1 ?
IMP-1 inh: 1.3; pCIP destab: -9.7; IDE cell activ: 2.7; GPR7 antagonist: 11.7; VIM-2 inh: 0.6; M18AAP inhibitor: -5.8; IDE inh: -4.3; PHOSPHO1 inh: 80.3*; NALP1 inh: 20.1

What do the screens show for `CC(=O)Nc1ccc(NC(=O)CCCn2cnc3ccccc3c2=O)cc1`?
IMP-1 inh: 1.0; pCIP destab: -9.1; IDE cell activ: 4.4; GPR7 antagonist: 0.5; VIM-2 inh: 1.6; M18AAP inhibitor: -14.5; IDE inh: 0.7; PHOSPHO1 inh: 27.0; NALP1 inh: 26.5

Results for COC(=O)c1ccccc1NC(=O)CSc1nnc(C(CO)NC(=O)c2ccccc2)n1C (stereo not drawn) ?
IMP-1 inh: 0.8; pCIP destab: -5.8; IDE cell activ: -2.2; GPR7 antagonist: 7.1; VIM-2 inh: 1.5; M18AAP inhibitor: -7.4; IDE inh: 1.4; PHOSPHO1 inh: -12.2; NALP1 inh: 15.3

Results for O=C(NCc1ccon1)C1CCC(=O)N(CCc2ccc(Cl)cc2)C1 (stereo not drawn) ?
IMP-1 inh: 1.3; pCIP destab: -0.3; IDE cell activ: 5.4; GPR7 antagonist: 1.4; VIM-2 inh: 1.5; M18AAP inhibitor: -4.1; IDE inh: -1.5; PHOSPHO1 inh: 27.6; NALP1 inh: 15.3

Screening data: PubChem BioAssay, several laboratories
